# ASAP1 inh = blocks human ASAP1-stimulated Arf1 GTP hydrolysis; Q9ULH1; GDP FP detection; inhibition, % at 16.5 µM; 360,000 compounds, 0.19% hits; AID 624377; in the data active = inhibition above about 25%;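 also: 0% = vehicle with enzyme and substrate and 100% = no enzyme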
# GC-A act = GC-A (human) enzyme activation. activation, % at 10 µM. HEK293 GC-A cells, cGMP TR-FRET, EC30 ANP; 0% at EC30 ANP, 100% saturating ANP. 370,000 compounds, 0.14% hits. P16066; in the data active = activation above about 40%
# GC-B act = GC-B (human) receptor activation; 370,000 compounds, 0.11% hits; AID 1920062; P20594; HEK293-GC-B cells, CNP EC30, cGMP TR-FRET; 0% at EC30 CNP, 100% saturating CNP; activation, % at 10 µM;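 active = activation at 10 µM reaching about 35% in either raw or pattern-adjusted values, limit read from the data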
# Tn6 DDE FP = disrupts Tn6 cyclic peptide binding to fibrin D-Dimer-E complex; P02675; Fibrin DD(E) TRITC-Tn6 fluorescence polarization displacement; inhibition, % at 8.3 µM; 370,000 compounds, 0.21% hits;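 active = inhibition above a per-campaign cutoff: mean of compounds within control limits plus 3 SD, cut at about 15% in these data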;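 also: 0% = median of all compound wells on the plate and 100% = blocking peptide control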
# ADAM10 inh = inhibitors of human ADAM10; 370,000 compounds, 0.62% hits; recombinant ADAM10, EDANS/DABCYL FRET peptide cleavage, 3 h; inhibition, % at 7 µM; O14672;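 active = inhibition above a per-campaign cutoff equal to the mean of compounds falling between control-based bounds plus 3 SD, cut at about 20% in these data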;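 also: 0% = DMSO wells while the 100% control is not disclosed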
# Target sequence (O14672 214-748 limits assumed): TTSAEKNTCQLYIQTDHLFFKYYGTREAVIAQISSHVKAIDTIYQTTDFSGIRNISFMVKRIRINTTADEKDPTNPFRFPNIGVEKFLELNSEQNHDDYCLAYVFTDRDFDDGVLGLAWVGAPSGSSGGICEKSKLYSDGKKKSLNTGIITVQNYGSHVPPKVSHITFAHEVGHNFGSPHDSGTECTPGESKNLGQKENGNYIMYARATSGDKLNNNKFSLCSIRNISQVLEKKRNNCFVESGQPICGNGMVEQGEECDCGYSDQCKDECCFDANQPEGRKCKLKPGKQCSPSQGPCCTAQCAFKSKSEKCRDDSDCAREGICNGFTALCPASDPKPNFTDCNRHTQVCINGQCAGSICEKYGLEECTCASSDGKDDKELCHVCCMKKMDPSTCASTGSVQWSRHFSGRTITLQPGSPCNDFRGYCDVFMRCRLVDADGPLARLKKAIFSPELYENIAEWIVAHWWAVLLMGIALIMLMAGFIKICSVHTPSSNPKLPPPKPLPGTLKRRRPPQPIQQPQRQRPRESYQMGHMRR
# KLK7 zymogen act = activates the human kallikrein-7 zymogen | P49862 | purified proKLK7, EDANS-DABCYL substrate fluorescence; 100% is mature enzyme control, 0% vehicle | activation, % at 7 µM | 370,000 compounds, 0.9% hits | AID 652039;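 active = activation above the mean of all tested compounds plus 3 SD, computed per campaign excluding outliers beyond control limits, cut at about 13% in these data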
# Target sequence (P49862 whole entry, looked up): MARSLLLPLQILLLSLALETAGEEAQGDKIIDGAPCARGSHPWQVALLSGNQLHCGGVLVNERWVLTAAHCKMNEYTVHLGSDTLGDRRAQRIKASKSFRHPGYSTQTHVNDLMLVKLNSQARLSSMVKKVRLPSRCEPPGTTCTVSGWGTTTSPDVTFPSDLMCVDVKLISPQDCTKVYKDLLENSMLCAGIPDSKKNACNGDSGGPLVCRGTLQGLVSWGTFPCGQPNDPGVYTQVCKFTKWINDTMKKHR
# HGIII-sPLA2 inh = Blocks human group III sPLA2 activity; QFRET BODIPY PC-A2 liposome hydrolysis, fluorescence; Q9NZ20; AID 743126; 370,000 compounds, 0.56% hits; inhibition, % at 12.2 µM;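 active = inhibition above mean plus 3 SD of compounds lying within the high and low control bounds, cut at about 19% in these data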;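 also: 0% = median of test compound wells and 100% = no enzyme DMSO wells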
# FXN GAA850 act = increases GAA850 frataxin promoter reporter activity; HEK293 lucGAA850 FXN promoter luciferase reporter, 24 h; percent of 10 µM SAHA response; activation, % at 6 µM; 360,000 compounds, 0.56% hits; AID 540364;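 active = activation above the average of all compounds screened plus 3 SD, cutoff fixed separately per campaign, cut at about 7.5% in these data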;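 also: 0% = DMSO wells and 100% = 10 µM SAHA wells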
# rCAG binder = r(CAG) repeat RNA binding; TO-PRO-1 dye displacement fluorescence; inhibition, % at 3 µM; 370,000 compounds, 1.3% hits;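 active = inhibition above the plate cutoff, the mean of all test compounds on that plate plus 3 SD, cut at about 35% in these data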;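 also: 0% = DMSO alone and 100% = 100 µM mitoxantrone as full dye displacement; higher means more dye released from RNA so lower well fluorescence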
# ARFGAP1 inhibitor = rat ARFGAP1 inhibition; Q62848; Arfgap1-stimulated ARF1 GTP hydrolysis, GDP FP detection; inhibition, % at 16.5 µM; 360,000 compounds, 0.26% hits;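 active = inhibition above a per-plate limit, mean inhibition of low control wells plus 3 SD, cut at about 25% in these data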;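 also: 0% = DMSO wells with enzyme and 100% = wells lacking Arfgap1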
# Target sequence (Q62848 1-136 limits assumed): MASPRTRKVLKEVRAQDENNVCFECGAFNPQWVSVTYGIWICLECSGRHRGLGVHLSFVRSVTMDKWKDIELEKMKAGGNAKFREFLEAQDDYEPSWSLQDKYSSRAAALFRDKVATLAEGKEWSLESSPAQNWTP
#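 Material: truncated rat Arfgap1 GAP domain; Incubation: compound-enzyme preincubation 20 min, reaction 120 min, detection 60 min, 25 °C; Read-out: percent inhibition of Arfgap1-stimulated GTP hydrolysis; Technique: FP, GDP Alexa 633 tracer displaced from anti-GDP antibody, 620/688 nm; Controls: No-Arfgap1 wells (100%) versus DMSO full-reaction wells (0%); Replication: single well per compound.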
# * = called active by the depositor; / = not tested or not shown.
SMILES,ASAP1 inh,GC-A act,GC-B act,Tn6 DDE FP,ADAM10 inh,KLK7 zymogen act,HGIII-sPLA2 inh,FXN GAA850 act,rCAG binder,ARFGAP1 inhibitor
Cc1cc(C)c(OCC(=O)N(Cc2ccccc2)C2CCS(=O)(=O)C2)c(C)c1 (stereo not drawn),-7,-36,-17,2,-5,0.1,-8,-0.1,2,-6
Cc1ccc(OCC(=O)Nc2ccc(Cl)cc2)c(-n2nc3ccccc3n2)c1,-2,-2,-7,-4,0,-0.2,-5,0.3,2,-7
Cc1cc(=O)oc2cc(OC(C)C(=O)Nc3ccc(C(N)=O)cc3)ccc12 (stereo not drawn),-1,-1,-6,1,-74,1.5,6,3.1,0,8
Cc1cccc(C(=O)Nc2ccc(C(=O)/C=C/c3cccs3)cc2)c1,5,-7,4,-8,2,-0.6,-12,2.0,12,16
C/C(CC(=O)Nc1ccccc1)=N\NC(=O)COc1ccc(C)cc1Br,0,-1,6,-7,-1,0.2,5,-0.7,-1,-10
CCOC(=O)C1(Cc2ccccc2C)CCCN(C(=O)c2ccoc2)C1 (stereo not drawn),-2,-3,-7,-3,-4,0.8,-1,3.8,-5,2
COc1ccc(NS(=O)(=O)c2ccc(N3CCCCC3)c(NC(=O)C(C)NC(N)=O)c2)cc1 (stereo not drawn),21,0,5,0,2,0.3,-20,-0.3,9,5
O=C(NCCc1ccccc1)c1cccc(NC(=O)C2CCCC2)c1,-2,1,3,5,-7,0.0,5,1.7,0,-13
COC(=O)c1c(N2C(=O)CCC2=O)sc2c1CCCC2,-2,2,2,-1,-12,1.4,0,0.5,1,-6
O=C(O)CCCCCn1c(SCc2cc(=O)n3ccccc3n2)nc2ccsc2c1=O,0,-1,2,10,-62,0.9,9,0.5,5,10
CC(C)(C)c1ccc(OCCNC(=S)Nc2ccccc2)cc1,3,-1,0,4,-65,1.3,-9,0.5,-1,0
CC1=C(c2ccc(F)cc2)[N+](=O)C(C)(C)N1[O-],-10,-1,0,4,-5,-0.1,2,2.4,-1,4
COC(=O)C1=C(C)N(C)C(C)=C(C(=O)OC)C1c1ccsc1,3,1,-4,0,10,0.6,9,-2.8,-5,3
CCOC(=O)c1c(NC(=O)CSc2nncn2C)sc(C)c1C,5,-5,-6,0,0,0.0,-2,1.5,-3,-2
Cc1sc2ncn(CC(=O)NCCCC(=O)NCc3ccc(F)cc3)c(=O)c2c1C,-10,-4,-2,2,-3,-0.3,-3,-0.6,-4,-4
Cc1ccccc1NC(=O)c1ccc(Nc2c([N+](=O)[O-])cc([N+](=O)[O-])c3ccccc23)cc1,2,6,-1,2,14,-0.7,8,-1.8,20,10
Nc1ccc2c(c1)ncn2CCCn1cnc2cc(N)ccc21,-4,-6,-2,5,15,-0.3,1,2.2,7,-2
CCOC(=O)[C@]12CCCC=C1N(CCC1=CCCCC1)C(=O)[C@H](CC(=O)NCc1ccccc1)C2,9,0,-3,-11,5,0.3,-16,/,2,2
CC1=CC(=O)C=CC1(C)C(Cl)(Cl)Cl (stereo not drawn),9,4,5,5,4,0.7,6,-1.2,2,-1
CC1(C(=O)Nc2ccccc2)Cc2c(-c3cccc(C(F)(F)F)c3)ccnc2O1 (stereo not drawn),10,-3,2,-4,3,0.2,-5,-0.3,0,-7
CC1(CCc2ccccc2)NC(=O)N(CC(=O)Nc2ccccc2)C1=O (stereo not drawn),16,7,0,10,4,-0.2,-1,4.6,1,-10
C[C@H]1CN([C@@H](C)CO)C(=O)Cc2cc(NC(=O)CCC(F)(F)F)ccc2O[C@H]1CN(C)Cc1ccc(-c2ccccc2)cc1,-3,-2,-3,1,29*,0.3,-22,-13,2,18
Cc1ccc(C2CC(C(F)(F)F)n3nc(C(=O)NCCN4CCOCC4)cc3N2)cc1 (stereo not drawn),2,3,4,2,-7,0.1,-1,0.2,-10,5
O=C(NCC1CCCO1)c1cc2c([nH]c3ccccc32)c(-c2cccc(Br)c2)n1 (stereo not drawn),-3,29,29,-10,-158,-12,-23,-6.6,14,19
CCOc1ccc(C2c3[nH]c4ccccc4c3CCN2Cc2cn(CC)nc2C)cc1 (stereo not drawn),15,4,5,-3,-30,1.9,-3,0.5,0,-4

# Whole records, looked up by structure.
# C[C@H]1CN([C@@H](C)CO)C(=O)Cc2cc(NC(=O)CCC(F)(F)F)ccc2O[C@H]1CN(C)Cc1ccc(-c2ccccc2)cc1 is listed with ASAP1 inh: -3; GC-A act: -2; GC-B act: -3; Tn6 DDE FP: 1; ADAM10 inh: 29*; KLK7 zymogen act: 0.3; HGIII-sPLA2 inh: -22; FXN GAA850 act: -13; rCAG binder: 2; ARFGAP1 inhibitor: 18
# Cc1ccccc1NC(=O)c1ccc(Nc2c([N+](=O)[O-])cc([N+](=O)[O-])c3ccccc23)cc1 is listed with ASAP1 inh: 2; GC-A act: 6; GC-B act: -1; Tn6 DDE FP: 2; ADAM10 inh: 14; KLK7 zymogen act: -0.7; HGIII-sPLA2 inh: 8; FXN GAA850 act: -1.8; rCAG binder: 20; ARFGAP1 inhibitor: 10
# C/C(CC(=O)Nc1ccccc1)=N\NC(=O)COc1ccc(C)cc1Br is listed with ASAP1 inh: 0; GC-A act: -1; GC-B act: 6; Tn6 DDE FP: -7; ADAM10 inh: -1; KLK7 zymogen act: 0.2; HGIII-sPLA2 inh: 5; FXN GAA850 act: -0.7; rCAG binder: -1; ARFGAP1 inhibitor: -10

# Some values from the list:
# Cc1ccc(C2CC(C(F)(F)F)n3nc(C(=O)NCCN4CCOCC4)cc3N2)cc1 (stereo not drawn) – ADAM10 inh = -7
# CC1(CCc2ccccc2)NC(=O)N(CC(=O)Nc2ccccc2)C1=O (stereo not drawn) – FXN GAA850 act = 4.6

# (continued)
SMILES,ASAP1 inh,GC-A act,GC-B act,Tn6 DDE FP,ADAM10 inh,KLK7 zymogen act,HGIII-sPLA2 inh,FXN GAA850 act,rCAG binder,ARFGAP1 inhibitor
Cc1nc(N)[nH]c(=O)c1CCCNc1ccc(CCC2(CCl)OCCO2)cc1,-3,-2,1,-4,-5,-0.8,8,1.7,8,3
O=C1C2CCCN2C(c2cccs2)N1c1ccc(Cl)cc1 (stereo not drawn),6,-6,0,0,-6,-0.3,2,-4.6,-1,-22
CN1C(=O)C(O)(CC(=O)/C=C\c2ccc3c(c2)OCO3)c2ccccc21 (stereo not drawn),-10,-2,-3,-2,-22,-1.6,-2,0.1,2,-4
Cc1cc2[nH]c(=O)c(=O)[nH]c2cc1S(=O)(=O)N1CCN(c2ccccc2F)CC1,2,2,-1,-1,-36,-1.1,-4,-0.2,9,-5
N#Cc1c(/N=C/c2ccc(Br)s2)sc2c1CCC2,-7,-22,-2,4,-3,0.2,-2,5.0,4,-7
Cc1ccc(C(=O)NCCOC23CC4CC(CC(C4)C2)C3)cc1,1,2,1,1,-2,-0.1,-1,3.4,-9,11
CCOC(=O)Cn1c(=O)n(Cc2ccccc2)c(=O)c2cccnc21,5,3,7,4,-43,0.7,-4,4.6,1,-2
O=C(CSc1nnc(-c2cccnc2)o1)Nc1ccccc1Br,-15,-1,5,2,1,0.7,3,1.8,2,6
C=CCNC(=S)NNC(=O)COc1ccc2cc(Br)ccc2c1,8,-1,-3,-1,9,0.1,-3,7.1,18,2
CN(C)CCCOc1ccc(-c2ccc3nccn3c2)cn1,5,0,5,7,-17,-0.6,1,-0.9,3,-9
Cc1ccsc1C(=O)OCC(=O)NCc1ccc2c(c1)OCO2,-1,-2,-9,-1,-1,0.1,4,1.9,-1,3
COc1ccccc1NC(=O)C1=C(C)Nc2nc(-c3cccnc3)nn2C1c1ccccn1 (stereo not drawn),3,0,2,0,-3,0.0,4,3.3,-2,-5
CC(=O)/C(=C/c1ccc(N(C)C)cc1)C(=O)c1ccccc1,-12,2,6,-8,12,0.0,-7,1.0,0,2
O=C(CSc1nnnn1-c1ccccc1)Nc1ncc(Cc2cc(Cl)ccc2Cl)s1,1,1,-1,0,-9,-0.4,-3,-0.3,1,2
COc1cc(Cl)ccc1OCc1cc(C(=O)N(C)CCc2cnn(C)c2)no1,-4,1,2,4,-2,0.7,-7,5.0,-5,8
CC(=O)N1CCN(C(=S)NC(=O)c2c(-c3ccccc3Cl)noc2C)CC1,2,4,2,3,-3,-0.8,6,-0.4,4,-2
CNC1=C([N+](=O)[O-])CC([N+](=O)[O-])=C(N2CCNCC2)N1C,5,-1,1,5,-1,0.8,5,2.5,5,2
CN(C)c1nc(NCc2ccccc2)nc(SCC(=O)Nc2ccc(Cl)c(Cl)c2)n1,5,-3,4,3,7,0.5,-1,0.4,1,16
CCOCCn1c(CN2CCCCC2C)nc2c1c(=O)n(C)c(=O)n2C (stereo not drawn),5,1,-3,11,1,-0.3,-1,1.5,1,6
CN(c1ccc(S(=O)(=O)N2CCOCC2)cn1)C1CCCCC1,6,3,6,8,-7,-0.5,-4,1.4,-7,4
Cc1cc2nc(CO)[nH]c2cc1C,-7,1,1,0,-1,0.4,5,1.0,0,-17
Cc1ccccc1C(=O)O/N=C(\N)c1cccc([N+](=O)[O-])c1,2,1,-4,-5,-3,0.7,5,-0.9,-2,-3
Cc1noc(C)c1COc1ccc(C(=O)NCc2cccs2)cc1,0,-3,-3,-1,3,-0.2,-8,-0.3,2,7

# As a working copy, some entries already given:
SMILES,ASAP1 inh,GC-A act,GC-B act,Tn6 DDE FP,ADAM10 inh,KLK7 zymogen act,HGIII-sPLA2 inh,FXN GAA850 act,rCAG binder,ARFGAP1 inhibitor
Cc1ccccc1C(=O)O/N=C(\N)c1cccc([N+](=O)[O-])c1,2,1,-4,-5,-3,0.7,5,-0.9,-2,-3
Cc1noc(C)c1COc1ccc(C(=O)NCc2cccs2)cc1,0,-3,-3,-1,3,-0.2,-8,-0.3,2,7

# Screening results: PubChem, several laboratories
